Assay outcomes as filed in PubChem.
RBX1-CUL1 inh: human ROC1-CUL1 E3 ligase inhibition; P62877+Q13616; in vitro K48 di-Ub FRET, acceptor:donor ratio, 45 min; inhibition, % at 10 µM; 140,000 compounds, 0.6% hits; AID 1347404; in the data active = inhibition above about 25%
Target sequence (P62877 whole entry, looked up): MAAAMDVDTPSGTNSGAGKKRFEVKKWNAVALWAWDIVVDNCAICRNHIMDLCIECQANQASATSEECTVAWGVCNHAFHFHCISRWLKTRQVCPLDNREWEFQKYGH
Target sequence (Q13616 whole entry, looked up): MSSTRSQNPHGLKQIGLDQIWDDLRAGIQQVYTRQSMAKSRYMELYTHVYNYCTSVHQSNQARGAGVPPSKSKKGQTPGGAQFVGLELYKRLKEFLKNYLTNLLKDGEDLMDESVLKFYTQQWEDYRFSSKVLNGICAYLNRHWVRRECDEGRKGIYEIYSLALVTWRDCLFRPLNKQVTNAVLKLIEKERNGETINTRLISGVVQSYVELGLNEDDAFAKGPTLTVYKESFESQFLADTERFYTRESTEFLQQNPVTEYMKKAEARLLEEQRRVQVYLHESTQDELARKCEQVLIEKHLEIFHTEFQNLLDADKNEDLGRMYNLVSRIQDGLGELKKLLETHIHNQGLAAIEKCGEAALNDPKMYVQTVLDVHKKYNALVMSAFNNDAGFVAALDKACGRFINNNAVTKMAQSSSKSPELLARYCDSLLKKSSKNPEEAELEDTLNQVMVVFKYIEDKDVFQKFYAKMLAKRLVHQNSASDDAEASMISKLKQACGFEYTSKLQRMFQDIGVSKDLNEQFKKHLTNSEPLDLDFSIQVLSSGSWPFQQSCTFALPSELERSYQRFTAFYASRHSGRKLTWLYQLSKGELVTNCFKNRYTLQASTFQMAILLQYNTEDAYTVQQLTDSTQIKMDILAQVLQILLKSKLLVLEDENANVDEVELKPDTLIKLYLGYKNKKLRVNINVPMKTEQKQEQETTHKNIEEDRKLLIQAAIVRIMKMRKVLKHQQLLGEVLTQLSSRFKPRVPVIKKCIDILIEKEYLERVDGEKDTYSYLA
Starred values were filed as active, the others as inactive. Not all compounds are listed; rates above refer to the full screens.

Screening CC(C)(C)C1CCc2c(sc(NC(=O)C34CC5CC(CC(C5)C3)C4)c2C(N)=O)C1 (configuration not stated) returned RBX1-CUL1 inh 11.
`COc1ccc(C(=O)NC(=S)Nc2ccc(Cl)cn2)cc1` gave RBX1-CUL1 inh -2.
Cc1oc(-c2ccccc2NC(=O)CCOc2ccccc2)nc1CNC(=O)CCC1CCCC1 was read as RBX1-CUL1 inh 2.
CCn1c(C)c(C2N3CC4(C)CN2CC(CC)(C3)C4=O)c2ccccc21 (configuration not stated) was read as RBX1-CUL1 inh 1.
Screening C=CCSC1(Br)NC(C)(C)CC2(CC(c3ccccc3)Oc3cc(O)ccc32)N1 (configuration not stated) returned RBX1-CUL1 inh -2.
O=C1NC(=S)N(c2cccc(Br)c2)C(=O)/C1=C/c1cc(Br)c(O)c(Br)c1 was read as RBX1-CUL1 inh 4.
`O=C(O)C1C2C=CC(C3CC23)C1C(=O)Nc1ccc(Br)c(Cl)c1` (configuration not stated) gave RBX1-CUL1 inh 7.
Screening CC(=O)Oc1ccc(N(C(C)=O)S(=O)(=O)c2cccs2)cc1 returned RBX1-CUL1 inh -8.
`O=C(NCCSCc1ccc(Cl)cc1)C1CCN(S(=O)(=O)Cc2ccccc2)CC1` gave RBX1-CUL1 inh 2.
For O=C(c1cnccn1)N1CCC(CO)(Cc2ccccc2C(F)(F)F)CC1 the results were RBX1-CUL1 inh 4.
Screening CCOC(=O)C(C(=O)OCC)N1C(=O)S/C(=C/c2ccccc2)C1=O returned RBX1-CUL1 inh 1.
`CSc1nc2n(n1)C(=O)C(C(=O)O)C=N2` (configuration not stated) gave RBX1-CUL1 inh -9.
Screening c1nc2c(ccc3c2ccc2ccsc23)s1 returned RBX1-CUL1 inh -5.
For CC(=O)c1cccc(NS(=O)(=O)c2cccc(S(=O)(=O)c3ccc(Br)cc3)c2)c1 the results were RBX1-CUL1 inh 6.
For CC1CCc2c(sc(NC(=O)CC34CC5CC(CC(C5)C3)C4)c2C#N)C1 (configuration not stated) the results were RBX1-CUL1 inh -3.
`Cc1ccc(C(=O)NCc2nnc(SCC(=O)Nc3ccccc3)n2C)cc1` gave RBX1-CUL1 inh -7.
Screening CCOc1cc(CC2=NC(=S)N(CC)C2=O)c(Br)cc1OCCO returned RBX1-CUL1 inh 13.
Cc1cccc(OCCOCCn2c(-c3ccc(Cl)cc3)nc3ccccc3c2=O)c1C was read as RBX1-CUL1 inh 0.
`COCc1nc2ccccc2n1CCOc1cccc(C)c1` gave RBX1-CUL1 inh -7.
Screening CCOC(=O)c1ccc(NC(=O)CN2C(=O)CC(c3ccc(C)c(C)c3)=Nc3ccccc32)cc1 returned RBX1-CUL1 inh 6.
Screening CCC(Nc1ccc(-c2nc(-c3ccco3)no2)cc1[N+](=O)[O-])c1ccccc1 (configuration not stated) returned RBX1-CUL1 inh -2.
Cc1cccc(C(=O)NNC(=O)CCC(=O)NCc2ccccc2)c1 was read as RBX1-CUL1 inh -9.
For C=CCC(O)(CC=C)C(C)Nc1nncc(-c2cccc(F)c2)n1 (configuration not stated) the results were RBX1-CUL1 inh 12.
Cc1cc(C)cc(OCC(=O)N(Cc2ccc(Cl)cc2)CC2CCCO2)c1 (configuration not stated) was read as RBX1-CUL1 inh -7.
For c1coc(CNc2ncnc3ccccc23)c1 the results were RBX1-CUL1 inh 3.
For CCc1ccc(-n2nc(CO)c(C(=O)NCc3ccccn3)n2)cc1 the results were RBX1-CUL1 inh -2.
Screening COc1ccc(N2CCN(S(=O)(=O)CCNC(=O)Cc3ccc(-c4ccccc4)cc3)CC2)cc1 returned RBX1-CUL1 inh -5.
COc1ccccc1OC(=O)c1cccc(F)c1 was read as RBX1-CUL1 inh 8.
For COc1cccc2c1OCC(CN1CC[C@@H](N3CCC(O)CC3)[C@H](O)C1)=C2 the results were RBX1-CUL1 inh -10.
CC(=O)Nc1c(C)ccc2c1C(C)CC21CCCC1 (configuration not stated) was read as RBX1-CUL1 inh -2.
Screening CCSc1ncnc2c1c(C)c(C)n2Cc1ccco1 returned RBX1-CUL1 inh 1.
For CCc1nnc(NC(=O)c2oc3ccc(C)cc3c2C)s1 the results were RBX1-CUL1 inh -1.
For Cc1cc(NS(=O)(=O)c2ccc3ccccc3c2)no1 the results were RBX1-CUL1 inh 1.
Screening CCOc1ccc(-n2sc3c(c2=S)-c2cc(Cl)ccc2NC3(C)C)cc1 returned RBX1-CUL1 inh -5.
For CCOc1ccc2nc(N3CCCC(C(=O)NCCc4ccc(Cl)cc4)C3)sc2c1 (configuration not stated) the results were RBX1-CUL1 inh 2.
For O=C(NC1CCN(Cc2ccccc2)CC1)c1cc(Cl)ccc1Cl the results were RBX1-CUL1 inh 6.
For CC(C)N(CC1CCC(=O)N1)C(=O)c1cc(Cn2ccc3ccccc32)[nH]n1 (configuration not stated) the results were RBX1-CUL1 inh 4.
`O=C(O)CC(Sc1nc2sc3c(c2c(=O)[nH]1)CCCC3)C(=O)O` (configuration not stated) gave RBX1-CUL1 inh -2.
COc1cccc(CNC(=O)CSC2=Nc3ccccc3C3=NC(C(C)C)C(=O)N23)c1 (configuration not stated) was read as RBX1-CUL1 inh 1.
For CCCOC(=O)C(C)n1nnc2sc(-c3ccccc3)cc2c1=O (configuration not stated) the results were RBX1-CUL1 inh 5.
Screening Cc1ccc(N2C(=O)NC(=O)/C(=C\c3cccs3)C2=O)cc1C returned RBX1-CUL1 inh -8.
CC(=O)N1c2ccc(S(=O)(=O)NCC3CCC(C(=O)Nc4ccc(F)cc4)CC3)cc2CC1C (configuration not stated) was read as RBX1-CUL1 inh -5.
Screening COC(=O)C1=C(C)N=C2CC(c3ccc(OC)cc3)C(C(=O)OC)C(=O)C2C1c1sccc1C (configuration not stated) returned RBX1-CUL1 inh 15.
CCOC(=O)COc1nc(-c2ccc(OC)cc2)cc(C(F)(F)F)c1C#N was read as RBX1-CUL1 inh -5.
Screening CCOc1cc(CNCCO)ccc1OCC(=O)NC(C)(C)C returned RBX1-CUL1 inh 4.
`CC(C)C(NC(=O)c1ccco1)C(=O)N1CCN(c2ccccc2)CC1` (configuration not stated) gave RBX1-CUL1 inh 15.
`N#Cc1ccc(-c2cccs2)nc1SCc1ccccn1` gave RBX1-CUL1 inh 0.
`COc1cccc(NC(=O)c2sc3nc(C)c(C(=O)Nc4ccc(C)cc4C)c(-c4ccco4)c3c2N)c1` gave RBX1-CUL1 inh -6.
`CCC(NC(=O)c1coc(CN2CCN(c3ccccc3F)CC2)n1)c1ccncc1` (configuration not stated) gave RBX1-CUL1 inh 3.
`c1nc2sc3c(c2c2nnnn12)CCC3` gave RBX1-CUL1 inh 8.
Clc1ccc(CNc2cc(-c3ccccc3)nc3nncn23)cc1 was read as RBX1-CUL1 inh 3.
For COCCN(Cc1ccco1)C(=O)Cn1ncc2c([nH]c3ccccc32)c1=O the results were RBX1-CUL1 inh 2.
For CCOC(=O)c1sc(NC(=O)C2C3C=CC(C3)C2C(=O)O)nc1C (configuration not stated) the results were RBX1-CUL1 inh -2.
`COc1ccc(NC(=O)c2cc3c(-c4ccccc4F)nn(C)c3s2)c(OC)c1` gave RBX1-CUL1 inh 0.
For Cc1ccc(NC(=O)CSc2nnc(-c3ccc(Cl)cc3)n2C)cc1[N+](=O)[O-] the results were RBX1-CUL1 inh -8.
For CS(=O)c1ccc(Sc2ccccc2)cc1 (configuration not stated) the results were RBX1-CUL1 inh -6.
`Cc1c2cnn(CC(=O)NCCc3ccccc3)c(=O)c2c(C)n1Cc1ccccc1` gave RBX1-CUL1 inh 4.
Screening Cc1cccc(NC(=O)CN2C(=O)S/C(=C/c3ccc(-c4cc(C(=O)O)ccc4Cl)o3)C2=O)c1 returned RBX1-CUL1 inh 21.
Screening COc1cc(OC)c(C2Nc3cccc4cccc(c34)N2)cc1OC returned RBX1-CUL1 inh -5.
Screening CCOc1ccc(NC(=O)Cn2cc(C(=O)c3ccc(OC)cc3)c(=O)c3cc4c(cc32)OCO4)cc1 returned RBX1-CUL1 inh 9.
Screening O=C1O[C@@H]2CN(c3ccnc(CO)c3)C[C@@H]2N1CCCc1ccc(F)cc1 returned RBX1-CUL1 inh -14.
For COc1ccc(NC(=O)Cn2cc(C(=O)C3CCCCC3)c3ccccc32)cc1 the results were RBX1-CUL1 inh -5.
Cc1c(OCC(=O)O)ccc2c1OC(C)(C)CNC2=O was read as RBX1-CUL1 inh 8.
For Cc1c(Br)ccc(NC(=O)CSc2nnc(COc3ccccc3)o2)c1C the results were RBX1-CUL1 inh 2.
Screening COc1ccc(NC(=O)C2CCCN(c3ncnc4c3nc3n4CCCCC3)C2)c(OC)c1 (configuration not stated) returned RBX1-CUL1 inh -5.
Screening CCOC(=O)Oc1ccc2c(=O)c(Oc3ccc(C(C)(C)C)cc3)coc2c1 returned RBX1-CUL1 inh 2.
For Cn1c(SCC(=O)Nc2nc3ccccc3s2)ncc(C(=O)Nc2ccccc2)c1=O the results were RBX1-CUL1 inh 1.
For Cc1ccc(-c2nnc(SCC(=O)Nc3cc(C)c(C)cc3Br)n2N)cc1 the results were RBX1-CUL1 inh 7.
Screening CCOC(=O)C1CCN(c2nc3c(S(=O)(=O)c4ccc(C)c(C)c4)nnn3c3ccc(Cl)cc23)CC1 returned RBX1-CUL1 inh -5.
`CCCC(=O)NC(C)c1cc(C)ccc1C` (configuration not stated) gave RBX1-CUL1 inh -4.
`CCOC(=O)Nc1ccc(I)cc1` gave RBX1-CUL1 inh 3.
`CCC(=O)N[C@@H]1c2ccccc2C2(CCN(C(=O)c3cccs3)CC2)[C@H]1OCc1cccnc1` gave RBX1-CUL1 inh 9.
Screening O=C(CCCc1ccccc1)Nc1cccc(N2CCC(NCc3cccnc3)CC2)c1 returned RBX1-CUL1 inh 2.
Screening Cc1cc2c(cc1S(=O)(=O)NCc1ccccc1Cl)OCCN2C returned RBX1-CUL1 inh 1.
Screening CCc1ccc(-n2nnc(C(=O)Nc3cc(C)ccc3C)c2C)cc1 returned RBX1-CUL1 inh -2.
For Cc1cc(C)c(C2C(=O)C=C3N(C2=O)c2ccc(Cl)cc2C3(C)C)c(C)c1 (configuration not stated) the results were RBX1-CUL1 inh 5.
For O=C1C(=O)N(C2CCN(C(=O)c3ccccc3F)CC2)CCN1Cc1ccc(F)cc1 the results were RBX1-CUL1 inh -4.
Screening c1ccc(-c2nc(-c3ccccc3)[o+]c(-c3ccccc3)n2)cc1 returned RBX1-CUL1 inh 1.
For O=C(CSc1nnc2[nH]c(=O)cc(-c3ccccc3)n12)Nc1ccc(OC(F)(F)F)cc1 the results were RBX1-CUL1 inh -2.
Screening O=c1[nH]cnc2c1sc1nc(-c3cccs3)cc(-c3ccc(Cl)cc3)c12 returned RBX1-CUL1 inh 5.
CC(C)CCNC(=O)c1ccccc1Br was read as RBX1-CUL1 inh 3.
CCCN(CCC)CCCNC(=O)Cn1cc2c(n1)-c1c(oc(C(=O)N3CCCC3)c1C)CC2 was read as RBX1-CUL1 inh 9.
COC(=O)c1oc2cc(OC)ccc2c1C was read as RBX1-CUL1 inh 13.
For CN(C)c1ccc(/C=C/c2nc(-c3ccccc3O)n(-c3ccccc3)n2)cc1 the results were RBX1-CUL1 inh -4.
Screening CN(Cc1ccccc1)C(=S)NC(=O)c1cccs1 returned RBX1-CUL1 inh -3.
For CCOC(=O)c1c(-c2ccc(Cl)cc2)csc1NC(=O)COc1ccc(C)c(C)c1 the results were RBX1-CUL1 inh -7.
For N#Cc1c(NC(=O)C2CC2)sc2c1CCCC2 the results were RBX1-CUL1 inh -1.
Screening N#Cc1cccc(Oc2ccc(Cl)c(Oc3cccc(C#N)c3C#N)c2)c1C#N returned RBX1-CUL1 inh -5.
Screening COCCN1CCCC2(CCN(C/C=C/c3ccco3)C2)C1 (configuration not stated) returned RBX1-CUL1 inh 0.
`O=C(CSc1nc2ccccc2c(=O)n1-c1ccccc1)Nc1ccc(F)c(Cl)c1` gave RBX1-CUL1 inh -3.

7 entries picked at random from those above:
Screening N#Cc1cccc(Oc2ccc(Cl)c(Oc3cccc(C#N)c3C#N)c2)c1C#N returned RBX1-CUL1 inh -5.
`O=C(CSc1nc2ccccc2c(=O)n1-c1ccccc1)Nc1ccc(F)c(Cl)c1` gave RBX1-CUL1 inh -3.
COC(=O)c1oc2cc(OC)ccc2c1C was read as RBX1-CUL1 inh 13.
Screening COCCN1CCCC2(CCN(C/C=C/c3ccco3)C2)C1 (configuration not stated) returned RBX1-CUL1 inh 0.
Screening CN(Cc1ccccc1)C(=S)NC(=O)c1cccs1 returned RBX1-CUL1 inh -3.
CCCN(CCC)CCCNC(=O)Cn1cc2c(n1)-c1c(oc(C(=O)N3CCCC3)c1C)CC2 was read as RBX1-CUL1 inh 9.
For CN(C)c1ccc(/C=C/c2nc(-c3ccccc3O)n(-c3ccccc3)n2)cc1 the results were RBX1-CUL1 inh -4.

A draw from above in order of molecular weight, rising.
CC(C)CCNC(=O)c1ccccc1Br was read as RBX1-CUL1 inh 3.
Screening COCCN1CCCC2(CCN(C/C=C/c3ccco3)C2)C1 (configuration not stated) returned RBX1-CUL1 inh 0.
For CN(C)c1ccc(/C=C/c2nc(-c3ccccc3O)n(-c3ccccc3)n2)cc1 the results were RBX1-CUL1 inh -4.
Screening N#Cc1cccc(Oc2ccc(Cl)c(Oc3cccc(C#N)c3C#N)c2)c1C#N returned RBX1-CUL1 inh -5.
CCCN(CCC)CCCNC(=O)Cn1cc2c(n1)-c1c(oc(C(=O)N3CCCC3)c1C)CC2 was read as RBX1-CUL1 inh 9.

Additional compounds.
`Nn1c(SCc2ccc(F)cc2)nnc1C12CC3CC(CC(C3)C1)C2` gave RBX1-CUL1 inh 3.
For CCN(CC)S(=O)(=O)c1ccc(Cl)c(C(=O)Oc2cccc(-c3cnc4ccccc4n3)c2)c1 the results were RBX1-CUL1 inh -4.
`CC(C)Cc1ccc(-c2[nH]nc3c2C(c2c(F)cccc2Cl)C(C#N)C(=N)O3)cc1` (configuration not stated) gave RBX1-CUL1 inh 0.
For Cc1c(/C=C/C(=O)c2ccc(C(C)C)cc2)cnn1C the results were RBX1-CUL1 inh -6.
`Cc1ccc(C(=O)CC2(O)C(=O)N(Cc3ccccc3C)c3ccccc32)cc1` (configuration not stated) gave RBX1-CUL1 inh -4.
Screening CCOc1ccccc1CNC(=O)c1ccc(Cn2c(SCc3ccccc3)nc3cccnc32)cc1 returned RBX1-CUL1 inh -11.
`COc1ccc(-c2cc(C(F)(F)F)nc(SCC(=O)N(C)c3ccc(OC(F)(F)F)cc3)n2)cc1` gave RBX1-CUL1 inh -1.
